# Source: PubChem BioAssay (The Scripps Research Institute Molecular Screening Center)
# Tn6 DDE FP – inhibitors of Tn6 peptide binding to fibrin DD(E), primary screen, biochemical, fluorescence polarization, human fibrin, Tn6 probe. Fibrinogen beta chain (Homo sapiens), P02675. Fibrin DD(E) TRITC-Tn6 fluorescence polarization displacement. AID 720509, 2013. 370,000 tested, 0.21% active. inhibition, % at 8.3 µM;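 active means inhibition above a per-campaign cutoff: mean of compounds within control limits plus 3 SD, cut at about 15% in these data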;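 further: 0% = median of all compound wells on the plate and 100% = blocking peptide control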
# proKLK7 act – proKLK7 zymogen activators, primary screen, biochemical, fluorescence intensity | 370,000 tested, 0.9% active | activation, % at 7 µM | purified proKLK7, EDANS-DABCYL substrate fluorescence; 100% is mature enzyme control, 0% vehicle | Kallikrein-7 (Homo sapiens), P49862 | AID 652039, 2013;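 active means activation above the mean of all tested compounds plus 3 SD, computed per campaign excluding outliers beyond control limits, cut at about 13% in these data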
# Target sequence (P49862 whole entry, looked up): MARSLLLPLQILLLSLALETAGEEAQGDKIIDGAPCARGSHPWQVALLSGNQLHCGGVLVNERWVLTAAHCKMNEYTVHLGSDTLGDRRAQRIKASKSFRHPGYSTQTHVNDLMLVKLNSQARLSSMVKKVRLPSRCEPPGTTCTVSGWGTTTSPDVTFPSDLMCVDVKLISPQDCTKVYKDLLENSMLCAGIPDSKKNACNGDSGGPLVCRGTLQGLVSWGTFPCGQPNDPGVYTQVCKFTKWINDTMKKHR
# ADAM10 inh – human ADAM10 inhibitors, primary screen, biochemical, QFRET, HTS. Disintegrin and metalloproteinase domain-containing protein 10 (Homo sapiens), O14672. recombinant ADAM10, EDANS/DABCYL FRET peptide cleavage, 3 h. inhibition, % at 7 µM. 370,000 tested, 0.62% active. AID 720582, 2013;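 active means inhibition above a per-campaign cutoff equal to the mean of compounds falling between control-based bounds plus 3 SD, cut at about 20% in these data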;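 further: 0% = DMSO wells while the 100% control is not disclosed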
# Target sequence (O14672 214-748 limits assumed): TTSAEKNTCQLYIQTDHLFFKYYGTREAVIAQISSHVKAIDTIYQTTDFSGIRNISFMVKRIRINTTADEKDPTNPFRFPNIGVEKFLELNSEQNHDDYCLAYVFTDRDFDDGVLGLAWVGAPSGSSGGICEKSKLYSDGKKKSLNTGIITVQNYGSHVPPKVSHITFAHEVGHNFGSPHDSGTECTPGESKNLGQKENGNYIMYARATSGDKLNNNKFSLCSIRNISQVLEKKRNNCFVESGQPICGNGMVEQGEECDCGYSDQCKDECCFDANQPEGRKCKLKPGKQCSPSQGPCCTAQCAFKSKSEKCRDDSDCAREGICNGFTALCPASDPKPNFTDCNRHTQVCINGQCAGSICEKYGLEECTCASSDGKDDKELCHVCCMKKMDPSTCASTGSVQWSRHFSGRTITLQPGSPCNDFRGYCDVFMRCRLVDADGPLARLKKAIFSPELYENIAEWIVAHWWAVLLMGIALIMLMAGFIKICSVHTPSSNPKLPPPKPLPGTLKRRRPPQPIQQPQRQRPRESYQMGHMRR
# ARFGAP1 inhibitor – inhibitors of rat ARFGAP1 GAP activity, primary screen, biochemical, fluorescence polarization, GDP tracer; 360,000 tested, 0.26% active; Arfgap1-stimulated ARF1 GTP hydrolysis, GDP FP detection; ADP-ribosylation factor GTPase-activating protein 1 (Rattus norvegicus), Q62848; inhibition, % at 16.5 µM;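 active means inhibition above a per-plate limit, mean inhibition of low control wells plus 3 SD, cut at about 25% in these data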;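 further: 0% = DMSO wells with enzyme and 100% = wells lacking Arfgap1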
# Target sequence (Q62848 1-136 limits assumed): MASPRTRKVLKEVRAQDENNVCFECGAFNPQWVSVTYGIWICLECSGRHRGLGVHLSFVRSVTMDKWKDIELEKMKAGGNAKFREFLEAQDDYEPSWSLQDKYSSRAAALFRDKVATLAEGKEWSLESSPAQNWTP
#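 Material: rat Arfgap1 GAP domain (His6, aa 1-136), purified enzyme. Also added: human ARF1(Δ1-17)-GTP substrate. Compound dosing: 16.5 µM single point, 1.26% DMSO. Timing: enzyme reaction 120 min at 25 °C after 20 min preincubation. Signal: GDP detection by fluorescence polarization. Read-out basis: percent inhibition of GAP-stimulated GDP formation, scaled between DMSO and no-Arfgap1 medians.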
# Tn7 DDE FP – inhibitors of Tn7 peptide binding to fibrin DD(E), primary screen, biochemical, fluorescence polarization, human fibrin, Tn7 probe; FP displacement of FITC-Tn7 peptide from fibrin DD(E); 0% = median of compound wells per plate; inhibition, % at 8.3 µM; 370,000 tested, 0.13% active;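 active means inhibition above the mean of compounds falling within the control limits plus 3 SD of them, cut at about 14% in these data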;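 further: 0% = plate median of compound wells and 100% = 10 µM Aha-Tn7 peptide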
#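 Assay system: human fibrin DD(E). Input: DD(E) 2 µM final. Medium: Tris buffer with calcium and detergent, pH 7.8. Compound dosing: single point at 8.3 µM. Timing: 10 min plus 3 h, room temperature. Technique: fluorescence polarization of the labelled Tn7 tracer. Read-out: percent inhibition. Replicates: singlicate testing.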
# TDP2 absorb – human TDP2 enzyme inhibitors, primary screen, biochemical, epi absorbance, recombinant enzyme | Tyrosyl-DNA phosphodiesterase 2 (Homo sapiens), O95551 | T5PNP hydrolysis, p-nitrophenol absorbance 415 nm | inhibition, % at 12.8 µM | 370,000 tested, 0.34% active | AID 720702, 2013;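 active means inhibition above the mean of all tested compounds plus 3 SD, set per campaign, cut at about 25% in these data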;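 further: 0% = DMSO with enzyme and 100% = buffer with substrate but no TDP2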
#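 Test system: Human TDP2 enzyme | Reagent: 5 mM T5PNP | Compound dosing: 12.8 µM single point, 1% DMSO | Incubation: Enzyme reaction with compound for 2 h at 37 °C | Technique: p-Nitrophenol epi absorbance | Read-out: % inhibition relative to enzyme-containing and enzyme-free wells | Benchmarks: High control without enzyme, low control DMSO plus TDP2 | Replicates: Singlicate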
# ADAM17 inh – ADAM17 inhibitors, primary screen, biochemical, QFRET | inhibition, % at 6.95 µM | recombinant ADAM17, EDANS/DABCYL FRET peptide cleavage | Disintegrin and metalloproteinase domain-containing protein 17 (Homo sapiens), P78536 | 370,000 tested, 0.83% active;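 active means inhibition above the mean of compounds lying between control limits plus 3 SD, set per campaign, cut at about 8.5% in these data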;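 further: 0% = DMSO-only wells as the low control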
# PLC-gamma1 inh – PLC-gamma1 enzyme inhibitors, primary screen, biochemical, fluorescence, purified enzyme; 1-phosphatidylinositol 4,5-bisphosphate phosphodiesterase gamma-1 (Homo sapiens), P19174; fluorogenic substrate; inhibition, % at 12.2 µM; 370,000 tested, 0.84% active; AID 720700, 2013; in the data active means inhibition above about 9.5%
# LEDGF integ inh – blockers of LEDGF/p75-dependent integrase strand transfer – biochemical, TR-FRET, high throughput, primary screen | HIV-1 integrase (with human LEDGF/p75) | inhibition, % at 3.7 µM | 370,000 tested, 0.64% active | TR-FRET IN-LEDGF/p75 DNA integration, Eu/Cy5;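 active means inhibition above the screen-wide mean plus 3 SD, cut at about 13% in these data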;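 further: signal is the Cy5 over europium emission ratio at 671 and 618 nm; 0% = plate median of compound wells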
# ASAP1 GAP inh – inhibitors of human ASAP1 ArfGAP activity, primary screen, biochemical, fluorescence polarization; Arf-GAP with SH3 domain, ANK repeat and PH domain-containing protein 1 (Homo sapiens), …; ASAP1-stimulated ARF1 GTP hydrolysis, GDP FP detection; inhibition, % at 16.5 µM; 360,000 tested, 0.19% active; AID 624377, 2012; in the data active means inhibition above about 25%;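 further: 0% = vehicle with enzyme and substrate and 100% = no enzyme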
# Active calls of the source: *; . = not tested or not shown.
SMILES,Tn6 DDE FP,proKLK7 act,ADAM10 inh,ARFGAP1 inhibitor,Tn7 DDE FP,TDP2 absorb,ADAM17 inh,PLC-gamma1 inh,LEDGF integ inh,ASAP1 GAP inh
c1ccc(CN2CCN(c3nc(NCc4ccco4)c4ccccc4n3)CC2)cc1,-5,0.7,-80,0,-5,2,-27,-10,3,15
Cc1ccc2nc3c(cc2c1)CN(Cc1ccco1)C(=NCC1CCCO1)S3 (configuration not stated),-1,-0.3,-16,-6,10,-1,-6,-5,2,-5
CC12CN3CC(C)(CN(C1)C3c1ccc(Cl)cc1Cl)C2O (configuration not stated),-5,0.1,3,13,4,6,-9,5,-1,-12
COC(=O)c1ccc(NC(=O)c2ccc(CN3CCOCC3)cc2)cc1,-5,0.6,4,7,2,-24,2,3,8,-1
COc1ccc(C(=O)c2ncc(C(F)(F)F)cc2Cl)cc1,1,-0.4,0,1,6,-4,-3,-2,-4,9
COc1ccc(C(=O)/C=C\c2ccc(NC(=O)c3cccs3)cc2)cc1,1,-3.2,-4,8,-4,4,1,-25,-2,10
COc1cc(C(c2nnnn2C(C)(C)C)N2CCN(C)CC2)cc(OC)c1OC (configuration not stated),-6,-0.2,5,-2,-7,3,-2,3,2,9
CC1C(=O)Nc2ccccc2N1C(=O)c1c(F)cccc1F (configuration not stated),-5,-0.3,-8,10,1,6,-1,3,0,-9
CCCS(=O)(=O)c1c(S(=O)(=O)CCC)c2c(N)cccn2c1C(=O)c1ccc(OC)cc1,-8,-1.0,5,-3,-2,-5,1,-34,0,-7
CCOC(=O)C(=CN(CCc1ccccc1)CC(=O)OC)C(=O)OCC,4,-0.5,2,10,-7,-1,0,2,1,3
CCc1ccc(C2CC(c3ccc(C)cc3)n3nc(N)nc3N2)cc1 (configuration not stated),-11,0.6,-8,4,5,-3,0,-1,0,20
CCOC(=O)Cc1csc(SCC(=O)N2CCN(c3ccc(OC)cc3)CC2)n1,-3,0.5,-8,5,1,8,-7,4,0,10
CN(C)c1ccc(C2OC(=O)C(C)(C)C(=O)C2(C)C)cc1 (configuration not stated),-1,0.3,1,3,-6,1,2,3,-1,-1
COc1ccc(C2=NN(C(=O)c3ccccc3)C(c3ccc(OC)c(OC)c3)C2)c(O)c1 (configuration not stated),-6,-0.4,2,1,-2,0,-6,0,-6,6
Cc1ccc(CN2[C@@H](Cc3ccccc3)C(=O)CS2(=O)=O)cc1,3,-0.1,3,1,5,8,1,-7,3,5
CCCCc1nnc(NC(=O)CC(=O)Nc2ccccc2C(=O)O)s1,1,-0.4,-32,-2,-6,4,-10,-6,-2,0
Cc1ccc2sc(N(CCCN(C)C)C(=O)CN3C(=O)c4ccccc4C3=O)nc2c1C,1,0.0,8,-3,7,-12,3,9,8,14
CS(=O)(=O)CC(=O)Nc1ccc2nc3n(c(=O)c2c1)CCCCC3,8,-0.1,0,-1,2,6,-2,1,4,-3
CC(=O)c1ccc(OCCOc2ccc([N+](=O)[O-])cc2)cc1,2,0.3,4,-1,2,6,-3,1,0,-5
COC(=O)c1ccc(COC(=O)c2cccnc2Cl)cc1,-4,-0.8,-5,6,4,1,2,0,-2,-2
CC(=O)NC(Cc1cccc(F)c1)C(=O)NC1CCN(c2nnnn2-c2ccccc2)CC1 (configuration not stated),-3,-0.2,12,4,11,2,-4,1,-3,-8
CN(C)CCNC(=O)c1ccc(Cl)s1,0,-0.4,-5,-1,4,7,-2,0,0,0
CSCCC(NS(=O)(=O)c1cc(C(=O)O)ccc1Cl)C(=O)O (configuration not stated),-2,-0.5,-3,-9,-6,-1,-1,1,3,-3
CCOc1ccccc1NC(=O)c1cc(-c2ccncc2)nc2c(Cl)cccc12,6,0.6,-3,4,2,9,-2,0,-4,3
Cc1cc(NC(=O)CCC(=O)N(CC(=O)NC2CCCC2)Cc2cccs2)no1,4,-0.2,1,-11,1,15,0,-1,-4,0
COc1ccc(N=Cc2nc(-c3ccccc3)oc2OC(C)=O)cc1,10,-0.3,-1,5,-6,-2,-3,1,7,-4
CCCn1c(SCC(=O)N(C2CCCCC2)C2CCS(=O)(=O)C2)n[nH]c1=O (configuration not stated),2,1.1,3,1,-9,-5,2,2,0,-6
COc1ccc(N2CCN(CCCNC(=O)CN3C(=O)COc4ccccc43)CC2)cc1,2,-0.6,2,-1,8,1,-2,3,0,-4
COC(=O)c1cccc(NC(=O)Cc2ccccc2[N+](=O)[O-])c1C,4,-0.1,-3,9,4,2,-3,-1,1,-4
CC(=O)NNC(=O)N1Cc2ccccc2Oc2ccc(Cl)cc21,-5,-0.2,0,-4,-4,0,-2,2,0,7
O=C(/C=C/c1ccccc1)NCCS(=O)(=O)N1CCN(c2ccccc2F)CC1,-1,0.0,4,-9,-4,-15,3,5,7,-5
O=C(NS(=O)(=O)N1CCCC1)C1=C(N2CCCC2)COC1=O,-1,0.1,5,2,-5,-7,5,7,3,2
CCCCCC(=O)NC(=S)Nc1cccc(-c2nc3ncccc3o2)c1,-2,0.1,1,-5,2,4,-8,-2,0,-5
COC(=O)[C@@]12CCCCC3=C1N(CCC3)C(=O)[C@H]2CC(=O)N1CCSCC1,-4,0.1,-6,.,-3,2,-4,-3,-1,.
O=C(COC(=O)c1cccc(OC(F)F)c1)Nc1cccc(S(=O)(=O)N2CCCC2)c1,4,-0.1,9,1,4,13,0,1,-1,10
CC(C)C[C@H](NC(=O)c1[nH]cnc1C(=O)N[C@@H](C)C(=O)OCc1ccccc1)C(=O)OC(C)(C)C,-11,0.6,29*,4,-7,-16,14*,2,5,15
Cn1c(=O)c2c(nc(N3CCOCC3)n2C/C=C/c2ccccc2)n(C)c1=O,2,-0.2,3,3,2,-3,-1,2,1,-9
Cc1oc(C)c(C(N)=O)c1C(N)=O,5,-0.2,7,0,1,-15,3,7,4,6
CC(NCCc1ccc(O)cc1)C(O)c1ccc(O)cc1 (configuration not stated),8,0.3,-4,-13,0,-4,-3,0,0,9
COC(=O)c1ccc(/C=N\N2CCN(c3ccccc3)CC2)cc1,-5,-0.6,-6,-11,-3,9,-1,-1,-1,4
CCOC(=O)c1cnn2c(N)c(C#N)nnc12,-6,0.7,-7,0,2,7,-5,-20,-1,-1
COCCn1c(SCc2ccc(Cl)cc2)nc2c1c(=O)[nH]c(=O)n2C,0,-0.5,4,5,6,14,0,-3,0,-16
CCCn1c(N)c(N(CCOC)C(=O)c2c(CC)noc2C)c(=O)[nH]c1=O,0,-0.8,-23,22,0,2,-6,-4,1,-4
O=C(NCc1ccc(F)cc1)C1CCCN(C(=O)Nc2ccccc2)C1 (configuration not stated),1,0.0,1,1,-4,8,0,4,2,9
N=C1/C(=C/c2cccn2Cc2ccc(Cl)cc2)C(=O)N=C2SC=CN12,-3,0.4,-3,-13,-3,1,-2,-2,7,8
CCN(CC)S(=O)(=O)c1ccc(N2CC(C(=O)NCCc3c[nH]c4ccccc34)CC2=O)cc1 (configuration not stated),-2,0.3,0,7,1,5,-1,-2,-1,-12
Nc1cc(=O)[nH]c(SCC(=O)Nc2ccc(S(=O)(=O)N3CCCC3)cc2)n1,0,-0.3,0,-3,-2,5,-3,2,0,-1
CCNC(=O)C1(C)CCN(C(=O)c2ccccc2OC(F)(F)F)C1 (configuration not stated),-10,0.3,5,11,-5,-10,4,2,0,-6

# A second format for some results above.
# Values run as follows: Tn6 DDE FP | proKLK7 act | ADAM10 inh | ARFGAP1 inhibitor | Tn7 DDE FP | TDP2 absorb | ADAM17 inh | PLC-gamma1 inh | LEDGF integ inh | ASAP1 GAP inh
- COC(=O)c1ccc(/C=N\N2CCN(c3ccccc3)CC2)cc1
  -5 | -0.6 | -6 | -11 | -3 | 9 | -1 | -1 | -1 | 4
- CCOC(=O)c1cnn2c(N)c(C#N)nnc12
  -6 | 0.7 | -7 | 0 | 2 | 7 | -5 | -20 | -1 | -1

# Later entries:
SMILES,Tn6 DDE FP,proKLK7 act,ADAM10 inh,ARFGAP1 inhibitor,Tn7 DDE FP,TDP2 absorb,ADAM17 inh,PLC-gamma1 inh,LEDGF integ inh,ASAP1 GAP inh
Cc1ccc(OCCn2cc(C#N)c3ccccc32)cc1,-5,-0.4,12,1,7,-1,5,5,-3,10
CN(C)C=Nc1ccc([N+](=O)[O-])c2ccccc12,-10,-1.4,-11,8,5,-1,-3,1,-8,-4
O=C(C[n+]1cccc(C(=O)N/N=C/c2ccc(Br)cc2)c1)c1ccccc1,-7,-0.5,5,-8,-3,-20,-2,-5,0,-5
O=C(CCCNC(=O)c1ccc(Cl)cc1)Nc1ccc(F)c(S(=O)(=O)N2CCOCC2)c1,-2,-0.3,3,3,1,-4,0,1,0,9
CC(Oc1ccc(Cl)cc1)C(=O)Nc1ccccc1N1CCOCC1 (configuration not stated),6,0.1,-6,-2,0,-2,0,2,0,4
CCCc1cnc(N2CCN(C(=O)c3ccccc3)CC2)nc1,0,0.5,-25,-11,-3,-8,-8,-6,1,3
O=C(CCC(=O)N1CCOc2ccccc21)NCc1cccnc1,5,1.2,-3,10,-7,-13,1,6,-1,3
COc1ccc(C(=O)CCC(=O)Nc2cc(Cl)c(O)c(Cl)c2)cc1,-2,-0.3,3,-3,2,-3,-2,1,1,-1
COc1ccccc1CCNC(=O)Cn1ccc2cc(S(=O)(=O)N3CCC(C)CC3)ccc21,6,0.5,13,-3,-1,5,6,1,3,2
CCOC(=O)C1=C(C)Nc2ncnn2C1/C=C/c1ccccc1 (configuration not stated),2,0.0,0,-6,3,0,-2,0,5,10
Cc1ccccc1OCC(=O)Nc1ccc(S(=O)(=O)N2CCOCC2)cc1,3,0.4,3,3,-11,-16,1,1,3,0
O=C(CP(=O)(CO)CO)c1ccc(Cl)cc1,3,0.0,-2,-1,-3,3,-1,1,2,3
